# From PubChem
# PME-1 inh = PME-1 inhibitors via competitive probe labeling, primary screen, biochemical, fluorescence polarization, FP-Rh probe, HTS; 0.53% of 320,000 active; AID 2130, 2009; Protein phosphatase methylesterase 1 (Homo sapiens), Q9Y570; recombinant PME-1; inhibition, % at 5.9 µM;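 active = inhibition above the campaign mean of all compounds plus 3 SD, cut at about 26% in these data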;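 note: competitive labeling of PME-1 active site by serine hydrolase directed probe; 0% = PME-1 with DMSO and 100% = wells lacking PME-1 enzyme; inhibitors block probe labeling so polarization falls and inhibition rises; many of its hits are not listed in these tables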
# Target sequence (Q9Y570 whole entry, looked up): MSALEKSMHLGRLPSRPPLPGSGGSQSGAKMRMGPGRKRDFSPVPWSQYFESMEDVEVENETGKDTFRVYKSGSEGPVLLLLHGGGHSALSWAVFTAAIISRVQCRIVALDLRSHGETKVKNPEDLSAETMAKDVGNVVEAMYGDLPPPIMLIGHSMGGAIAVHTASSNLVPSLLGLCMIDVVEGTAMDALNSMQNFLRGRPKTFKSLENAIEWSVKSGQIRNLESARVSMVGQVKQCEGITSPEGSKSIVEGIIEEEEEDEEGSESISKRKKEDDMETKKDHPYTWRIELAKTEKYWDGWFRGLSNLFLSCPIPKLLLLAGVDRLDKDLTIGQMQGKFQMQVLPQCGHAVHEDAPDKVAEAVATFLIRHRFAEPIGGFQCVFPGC
# LYPLA2 counter = LYPLA2 inhibitors, primary screen, counter-screen for PME1 inhibitor project, biochemical, fluorescence polarization, FP-Rh probe ABPP | recombinant LYPLA2 | AID 2177, 2009 | inhibition, % at 5.9 µM | 0.38% of 320,000 active | Acyl-protein thioesterase 2 (Homo sapiens), O95372;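 active = inhibition above the screen-wide mean plus 3 SD, limit set per campaign, cut at about 26% in these data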;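 note: 0% = LYPLA2 with DMSO and 100% = wells lacking LYPLA2 enzyme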
# GSTO1 inh = inhibitors of recombinant GSTO1, primary screen, counter-screen for RBBP9 inhibitor project, biochemical, fluorescence polarization. Glutathione S-transferase omega-1 (Homo sapiens), P78417. activity-based probe fluorescence polarization. inhibition, % at 5.96 µM. 1.1% of 300,000 active;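 active = inhibition above the campaign mean inhibition plus 3 SD, cut at about 35% in these data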;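 note: 0% = GSTO1-1 with DMSO and 100% = wells lacking GSTO1-1 enzyme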
# PAFAH1B2 inh = PAFAH1B2 enzyme inhibitors, primary screen, biochemical, fluorescence polarization, human | Platelet-activating factor acetylhydrolase IB subunit alpha2 (Homo sapiens), P68402 | recombinant PAFAH1B2, FP-rhodamine activity probe | inhibition, % at 3.39 µM | AID 492953, 2010 | 1.2% of 340,000 active;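 active = inhibition above the mean of all tested compounds plus 3 SD, cut at about 24% in these data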;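 note: 0% = enzyme with DMSO and 100% = wells lacking PAFAH1B2; many of its hits are not listed in these tables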
# Target sequence (P68402 whole entry, looked up): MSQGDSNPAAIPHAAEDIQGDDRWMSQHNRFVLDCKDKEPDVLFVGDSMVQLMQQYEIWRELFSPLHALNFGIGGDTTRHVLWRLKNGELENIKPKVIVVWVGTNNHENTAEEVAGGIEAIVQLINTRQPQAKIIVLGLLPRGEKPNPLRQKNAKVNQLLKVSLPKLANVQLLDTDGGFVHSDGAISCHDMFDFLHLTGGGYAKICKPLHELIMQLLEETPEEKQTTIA
# PAFAH1B3 inh = PAFAH1B3 enzyme inhibitors, primary screen, biochemical, fluorescence polarization, human | Platelet-activating factor acetylhydrolase IB subunit alpha1 (Homo sapiens), Q15102 | AID 492972, 2010 | 0.28% of 340,000 active | inhibition, % at 3.39 µM | recombinant PAFAH1B3, FP-rhodamine probe;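 active = inhibition above the screen-wide average of all tested compounds plus 3 SD, cut at about 25% in these data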;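 note: 0% = enzyme with DMSO only and 100% = wells lacking PAFAH1B3 protein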
# Target sequence (Q15102 whole entry, looked up): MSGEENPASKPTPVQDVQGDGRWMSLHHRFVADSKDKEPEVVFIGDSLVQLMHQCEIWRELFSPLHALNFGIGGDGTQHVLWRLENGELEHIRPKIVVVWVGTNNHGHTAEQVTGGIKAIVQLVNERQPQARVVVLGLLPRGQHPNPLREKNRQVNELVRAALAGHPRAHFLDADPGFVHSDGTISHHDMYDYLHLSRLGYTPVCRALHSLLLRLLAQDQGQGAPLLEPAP
# pPAFAH inh = pPAFAH enzyme inhibitors, primary screen, biochemical, fluorescence polarization, human; Platelet-activating factor acetylhydrolase (Homo sapiens), Q13093; recombinant pPAFAH, FP-rhodamine probe fluorescence polarization; inhibition, % at 3.39 µM; 1.5% of 330,000 active; AID 463082, 2010;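 active = inhibition above the mean inhibition across the screen plus 3 SD, cut at about 25% in these data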;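 note: inhibitors block binding of the rhodamine activity-based probe so polarization drops; 0% = enzyme with DMSO and 100% = wells lacking pPAFAH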
# PREPL inhibitor = PREPL enzyme inhibitors, primary screen, biochemical, fluorescence polarization; Prolyl endopeptidase-like (Homo sapiens), Q4J6C6; recombinant PREPL, fluorescence polarization activity-based probe; inhibition, % at 5.96 µM; 0.68% of 320,000 active; in the data active = inhibition above about 43%;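 note: 0% = enzyme with DMSO and 100% = wells lacking enzyme; many of its hits are not listed in these tables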
# LYPLA1 counter = LYPLA1 inhibitors, primary screen, counter-screen for PME1 inhibitor project, biochemical, fluorescence polarization, FP-Rh probe ABPP | Acyl-protein thioesterase 1 (Homo sapiens), O75608 | recombinant LYPLA1 | inhibition, % at 5.9 µM | 0.16% of 320,000 active | AID 2174, 2009;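 active = inhibition above the mean of all tested compounds plus 3 SD, set per campaign, cut at about 14% in these data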;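 note: inhibitors block serine hydrolase probe labeling of LYPLA1 so polarization falls; 0% = enzyme with DMSO and 100% = wells lacking LYPLA1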
# PAD4 FP inh = human PAD4 inhibitors, primary screen, biochemical, fluorescence polarization, 1536-well format | recombinant PAD4, RCA probe fluorescence polarization | AID 485272, 2010 | 0.41% of 330,000 active | inhibition, % at 6.36 µM | Protein-arginine deiminase type-4 (Homo sapiens), Q9UM07;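 active = percent inhibition above a cutoff equal to the mean of all tested compounds plus 3 SD, cut at about 15% in these data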;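 note: 0% = PAD4 with RCA probe and DMSO and 100% = probe without PAD4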
# An asterisk follows results filed as active; nt = not tested or not shown. Not all compounds are listed (hit frequency here may not be typical).
SMILES,PME-1 inh,LYPLA2 counter,GSTO1 inh,PAFAH1B2 inh,PAFAH1B3 inh,pPAFAH inh,PREPL inhibitor,LYPLA1 counter,PAD4 FP inh
CCOC(=O)CNC(=S)N(CCCN1CCCCC1)Cc1cccs1,2,-2,1,-1,13,4,-2,1,-2
CC(=O)N(C(C)=O)N1C(=O)/C(=C/c2ccc(Cl)cc2)SC1=S,6,-2,18,14,0,7,5,3,-2
O=C1CCCCC1Sc1ccc(Cl)cc1[N+](=O)[O-] (configuration not stated),-1,3,11,-2,3,16,0,1,-2
CCCC(C(=O)NC1CCCC1)N(CCN(CC)CC)C(=O)c1snc(C(N)=O)c1N (configuration not stated),0,0,5,0,9,3,4,1,2
O=C(O)CCCNC(=O)c1ccc(NC(=O)Cc2ccc(Cl)cc2)cc1,-5,-1,2,6,4,11,-8,1,-5
Nc1cc(=O)[nH]c(SCC(=O)Nc2cc(S(=O)(=O)N3CCCCC3)ccc2Cl)n1,5,-5,nt,1,9,2,9,-5,-2
COc1cc(NC(=O)c2ccccc2)c(OC)cc1NC(=O)CN1C(=O)NC2(CCCCC2C)C1=O (configuration not stated),0,-1,nt,1,4,10,5,0,-3
COCCNC(=O)c1onc(CS(=O)(=O)c2cc(C)cc(C)c2)c1C(=O)NCCOC,-1,4,4,3,6,6,8,0,-1
CS(=O)(=O)NCCC1=CCCCC1,1,10,8,2,-5,2,-4,5,-6
Cc1ccc(OCc2cc(C(=O)NC3CCOC3)no2)cc1C (configuration not stated),-2,2,8,6,0,4,-8,-2,3
CN(C)c1cccc(C(=O)OCC(=O)N(Cc2ccccc2)C2CCS(=O)(=O)C2)c1 (configuration not stated),-7,0,2,2,3,6,7,-2,0
CCOC(=O)Cc1[nH]nc2c1C(c1cccc(OC)c1OC)C(C#N)=C(N)O2 (configuration not stated),-1,1,21,2,-1,4,22,-3,-5

# Only LYPLA1 counter (2 entries from above):
molecule,LYPLA1 counter
O=C(O)CCCNC(=O)c1ccc(NC(=O)Cc2ccc(Cl)cc2)cc1,1
Nc1cc(=O)[nH]c(SCC(=O)Nc2cc(S(=O)(=O)N3CCCCC3)ccc2Cl)n1,-5

# Returning to the listing with the four entries that preceded the break.
SMILES,PME-1 inh,LYPLA2 counter,GSTO1 inh,PAFAH1B2 inh,PAFAH1B3 inh,pPAFAH inh,PREPL inhibitor,LYPLA1 counter,PAD4 FP inh
CS(=O)(=O)NCCC1=CCCCC1,1,10,8,2,-5,2,-4,5,-6
Cc1ccc(OCc2cc(C(=O)NC3CCOC3)no2)cc1C (configuration not stated),-2,2,8,6,0,4,-8,-2,3
CN(C)c1cccc(C(=O)OCC(=O)N(Cc2ccccc2)C2CCS(=O)(=O)C2)c1 (configuration not stated),-7,0,2,2,3,6,7,-2,0
CCOC(=O)Cc1[nH]nc2c1C(c1cccc(OC)c1OC)C(C#N)=C(N)O2 (configuration not stated),-1,1,21,2,-1,4,22,-3,-5
N#C/C(=C\c1ccc(-c2ccc(Br)cc2)o1)C(=O)NCCc1c[nH]c2ccccc12,-6,-31,-7,-8,-6,-1,8,-26,0
Cc1ccc(N2C(=O)C(Cl)=C(Nc3c(C)n(C)n(-c4ccccc4)c3=O)C2=O)cc1,1,-5,3,3,8,0,3,0,-4
O=C(O)c1cc(S(=O)(=O)NCCCN2CCCC2=O)ccc1Cl,nt,nt,nt,6,4,3,5,nt,-2
CC(=O)Oc1cc2c(cc1Cl)C1(CC(c3ccccc3Cl)O2)CC(C)(C)NC(=S)N1 (configuration not stated),-6,3,-5,2,2,3,2,-2,3
COc1ccc(NC(=O)c2cccc(N3C(=O)C4C5C=CC(C6CC56)C4C3=O)c2)cc1 (configuration not stated),-5,0,0,3,-5,-1,0,0,-1
CCOC(=O)C1=C(C)NC(C)=C(C(=O)OCC)C1c1cc(N)ccc1OC(F)F,1,-4,0,-1,3,-6,10,-1,-9
COc1cc(/C=N/NC(=O)c2ccc(=O)[nH]n2)ccc1O,-8,-5,1,-4,-1,5,-4,-2,1
Cc1ccc2oc(C(=O)Nc3nonc3C)c(C)c2c1,-2,7,-2,3,1,4,-1,2,-5
O=C(CCSc1ccc(Cl)cc1)N1CCCCCC1,7,24,3,66*,2,6,16,-2,0
CC(C)(C)c1cc(NC(=O)CSc2nnc(NCc3ccccc3)s2)n(-c2ccccc2)n1,5,-8,-1,15,-6,5,11,-5,-3
O=C(COc1ccccc1)Nn1c(-c2ccccc2)nc2ccccc2c1=O,-3,1,4,1,-3,0,-4,-2,0
CCOc1ccccc1OCC(=O)OCC(=O)c1c(C)[nH]c2ccccc12,5,-6,4,-1,-2,2,3,-6,-3

# The closing 5 entries of the part above lead into the next:
SMILES,PME-1 inh,LYPLA2 counter,GSTO1 inh,PAFAH1B2 inh,PAFAH1B3 inh,pPAFAH inh,PREPL inhibitor,LYPLA1 counter,PAD4 FP inh
Cc1ccc2oc(C(=O)Nc3nonc3C)c(C)c2c1,-2,7,-2,3,1,4,-1,2,-5
O=C(CCSc1ccc(Cl)cc1)N1CCCCCC1,7,24,3,66*,2,6,16,-2,0
CC(C)(C)c1cc(NC(=O)CSc2nnc(NCc3ccccc3)s2)n(-c2ccccc2)n1,5,-8,-1,15,-6,5,11,-5,-3
O=C(COc1ccccc1)Nn1c(-c2ccccc2)nc2ccccc2c1=O,-3,1,4,1,-3,0,-4,-2,0
CCOc1ccccc1OCC(=O)OCC(=O)c1c(C)[nH]c2ccccc12,5,-6,4,-1,-2,2,3,-6,-3
COc1ccc(-n2ncc3c2CC(C)(C)CC3NC(=O)CSc2ccccn2)cc1 (configuration not stated),4,-2,1,1,9,2,3,-2,-4
N#C/C(=C\c1cc2ccccc2nc1N1CCOCC1)C(=O)Nc1ccc(N2CCOCC2)cc1,-4,3,7,-1,2,6,11,0,2
COc1cc(C(=O)Nc2ccc(Cl)c(C(F)(F)F)c2)cc(OC)c1OC,-20,-30,-16,-4,6,-4,2,-32,1
CN(C)CCNC(=S)Nc1cccc(Cl)c1,1,2,10,-4,11,8,-10,-1,-3
O=C(NCCN1CCOCC1)c1ccc(CSc2nc3ccncc3n2Cc2ccc(F)cc2)cc1,-7,0,0,4,2,-1,-3,-1,-2
COCCNC(=O)c1ccc(N2CCCCC2)c(NS(=O)(=O)c2ccc(C)cc2)c1,9,1,8,6,0,0,19,2,3
Cc1ccccc1C(=O)Nc1ccccc1C(=O)NC1CC1,4,-1,-3,3,3,-2,14,-1,-4
O=C(c1cccc(C(F)(F)F)c1)C1CCCN(C(=O)C2CCOCC2)C1 (configuration not stated),1,3,4,5,7,3,18,-1,-2
CCOC(=O)C1CN(S(=O)(=O)c2cc(OC)ccc2OC)C1,-6,-8,1,6,7,5,1,1,0
COCCSc1nnc(NS(=O)(=O)Cc2ccccc2)s1,-3,-1,4,2,9,1,-1,0,0
Cc1ccc(C)c(CSc2nnc(-c3ccccn3)n2N)c1,-1,4,5,5,-2,-1,-2,-6,-1
CC(=O)Nc1cc2c(cc1NC(=O)Cn1nc(-c3ccccc3)ccc1=O)OCCO2,2,6,4,1,7,3,10,1,-2
Cc1ccc(-c2nc(NC(=O)c3cc(C(C)(C)C)nn3C)sc2C)cc1Cl,-12,-5,-9,-4,-10,-13,-6,-5,3
CCn1c(C)csc1=NC(=O)c1ccccc1O,3,0,4,1,-2,-2,25,2,-4
CN(CCNC(=O)CCNC(=O)Cn1ccc2ccccc2c1=O)Cc1ccccc1,4,6,-5,3,4,0,11,2,1
Cc1ccn2c(=O)nc(SCC(=O)N3CCCCCC3)nc2c1,-2,1,6,6,2,6,7,1,-6
Nc1[nH]c(=S)[nH]c(=O)c1-c1ccccc1,-2,-1,-3,1,14,3,-3,2,0
CCN(/C(N)=N/c1nc(C)cc(C)n1)c1ccccc1,-1,-4,-5,2,2,-4,10,-2,-6
Cc1cc(Br)ccc1NC(=O)CN(C)C(=O)C1CSC2(C)CCC(=O)N12 (configuration not stated),1,-4,nt,-2,8,3,6,-4,-1
O=C(C1CCCN(c2ncnc3c2nc2n3CCCCC2)C1)N1CCN(c2ccc(F)cc2)CC1 (configuration not stated),-1,2,-7,-1,4,6,-14,3,-4
O=C(Nc1cccc(NC(=O)c2cccs2)c1)c1cccnc1,11,4,0,-1,6,3,1,2,-1
O=C(CCSCCC(=O)NCCN1CCOCC1)NCCN1CCOCC1,1,4,0,5,-9,-3,-5,-4,-6
Cc1nc(N)sc1-c1csc(Nc2ccccc2)n1,2,4,3,7,-2,14,43,2,-13
C=CCNC(=S)N1CCN(c2ncc3c(=O)c(C(=O)O)cn(CC)c3n2)CC1,2,8,0,0,-5,-4,5,2,-7
COc1ccc(C2CC(=O)C(C=NCCO)=C(O)C2)cc1 (configuration not stated),-3,0,11,3,8,7,18,2,-1
O=C(CCCc1ccccc1)Nc1nncs1,2,-7,-1,15,2,-2,-4,2,3
COc1cccc(OC)c1C(=O)Nc1ccc(NC(=O)c2ccco2)cc1,5,5,-3,2,2,1,14,-2,-3
CCN(CC)c1ccc2c(Nc3ccccc3)c(C=O)c(=O)oc2c1,-1,-3,6,4,7,4,-5,0,-2
CC(C)(C)c1ccc(C(=O)NCc2nnc(SCC(=O)N3CCCc4ccccc43)n2-c2ccccc2)cc1,1,-9,-3,3,4,-7,8,-8,-4
Cc1ccc(CNC(=O)CN(c2cccc([N+](=O)[O-])c2)S(=O)(=O)c2ccccc2)cc1,9,-1,-11,8,7,2,-3,1,1
CCOC(=O)C1CCCN(C(=O)c2cc3c(C)nc4ccccc4c3o2)C1 (configuration not stated),7,6,-3,0,1,7,-4,5,-1
CCOc1ccc(C(=O)Nc2ccc3c(c2)C(=O)NC3=O)cc1,-3,3,7,-22,-33,-1,16,5,2
Cc1nc(-c2ccccn2)sc1C(=O)O,0,-2,1,6,4,2,-4,-2,5
O=C(C1=C[C@H](C2CC2)C[C@H](OCCCCO)O1)N1CCOCC1,0,-6,5,-2,6,-3,9,0,-4
CCOC(=O)C1CCN(S(=O)(=O)c2ccc(CNC(=O)c3ccccc3)s2)CC1,8,5,-6,2,1,5,4,-1,-4
CCOC(=O)CN(c1cc([N+](=O)[O-])ccc1OC)S(C)(=O)=O,3,5,0,2,0,4,4,1,0
CC(NC(=O)/C(=C/c1ccc2c(c1)OCO2)NC(=O)c1cccc([N+](=O)[O-])c1)C(=O)O (configuration not stated),4,-1,0,-5,4,-4,0,-2,-1
